hcDAF-12 act – activators of H. contortus DAF-12 nuclear receptor | HEK293 hcDAF-12 lit1-tk-luc reporter, luminescence; 0% DMSO, 100% Δ7-dafachronic acid | activation, % at 6.8 µM | 370,000 tested, 1.4% active;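 active means activation above the mean of all tested compounds plus 3 SD, cut at about 5.5% in these data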;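 further: 100% = response to 3 µM Δ7-dafachronic acid high control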
PLC-gamma1 inh – blocks human PLC-gamma1 enzyme activity. 370,000 tested, 0.84% active. AID 720700. purified PLC-gamma1, fluorogenic substrate, fluorescence. P19174. inhibition, % at 12.2 µM; in the data active means inhibition above about 9.5%
Target sequence (P19174 whole entry, looked up): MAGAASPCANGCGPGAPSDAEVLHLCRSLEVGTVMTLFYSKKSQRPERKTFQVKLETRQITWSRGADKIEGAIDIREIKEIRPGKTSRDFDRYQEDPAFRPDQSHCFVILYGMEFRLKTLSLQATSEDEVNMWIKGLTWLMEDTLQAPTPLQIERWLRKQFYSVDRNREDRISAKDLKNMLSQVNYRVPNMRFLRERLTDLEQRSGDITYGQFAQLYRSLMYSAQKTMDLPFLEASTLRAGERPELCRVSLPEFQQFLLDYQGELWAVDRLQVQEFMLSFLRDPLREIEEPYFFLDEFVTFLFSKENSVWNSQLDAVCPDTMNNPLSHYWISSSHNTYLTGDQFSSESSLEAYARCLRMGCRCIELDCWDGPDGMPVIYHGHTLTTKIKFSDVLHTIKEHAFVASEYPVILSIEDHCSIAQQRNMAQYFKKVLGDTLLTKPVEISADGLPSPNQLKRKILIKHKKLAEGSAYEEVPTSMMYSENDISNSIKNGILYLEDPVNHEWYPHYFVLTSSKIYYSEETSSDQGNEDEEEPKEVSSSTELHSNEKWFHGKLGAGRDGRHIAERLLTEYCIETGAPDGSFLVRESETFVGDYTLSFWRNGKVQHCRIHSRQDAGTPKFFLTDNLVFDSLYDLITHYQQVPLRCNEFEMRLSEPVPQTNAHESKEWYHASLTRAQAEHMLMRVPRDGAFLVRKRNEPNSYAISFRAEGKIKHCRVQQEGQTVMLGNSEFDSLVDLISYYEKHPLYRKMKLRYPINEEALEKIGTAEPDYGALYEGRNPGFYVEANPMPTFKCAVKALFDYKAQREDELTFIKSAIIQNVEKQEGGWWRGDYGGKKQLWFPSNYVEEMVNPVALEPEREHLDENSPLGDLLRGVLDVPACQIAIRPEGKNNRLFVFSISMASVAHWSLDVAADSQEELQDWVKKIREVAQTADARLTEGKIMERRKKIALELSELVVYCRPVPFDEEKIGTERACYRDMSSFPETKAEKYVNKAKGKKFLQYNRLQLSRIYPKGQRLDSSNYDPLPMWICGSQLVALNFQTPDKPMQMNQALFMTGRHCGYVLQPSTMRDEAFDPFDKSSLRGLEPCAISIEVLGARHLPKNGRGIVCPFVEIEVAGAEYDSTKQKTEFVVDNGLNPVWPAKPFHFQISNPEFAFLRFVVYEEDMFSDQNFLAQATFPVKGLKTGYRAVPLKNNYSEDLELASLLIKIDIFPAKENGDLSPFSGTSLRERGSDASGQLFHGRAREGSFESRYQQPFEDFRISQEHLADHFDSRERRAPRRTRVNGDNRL
hgDAF-12 ag – agonists of H. glycines DAF-12 nuclear receptor; HEK293 GAL4-hgDAF12 UAS-luciferase reporter, agonist luminescence; normalized to butyrate control; 370,000 tested, 1.8% active; activation, % at 6.8 µM;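 active means activation above a cutoff set at the mean of all screened compounds plus 3 SD, cut at about 10% in these data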;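 further: 0% = DMSO wells and 100% = sodium butyrate wells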
HGIII-sPLA2 inh – Inhibits HGIII-sPLA2 liposome hydrolysis, primary screen; 370,000 tested, 0.56% active; AID 743126; QFRET BODIPY PC-A2 liposome hydrolysis, fluorescence; Q9NZ20; inhibition, % at 12.2 µM;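 active means inhibition above mean plus 3 SD of compounds lying within the high and low control bounds, cut at about 19% in these data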;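 further: 0% = median of test compound wells and 100% = no enzyme DMSO wells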
FXN GAA850 act – frataxin GAA850 promoter activation. 360,000 tested, 0.56% active. AID 540364. HEK293 lucGAA850 FXN promoter luciferase reporter, 24 h; percent of 10 µM SAHA response. activation, % at 6 µM;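 active means activation above the average of all compounds screened plus 3 SD, cutoff fixed separately per campaign, cut at about 7.5% in these data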;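 further: 0% = DMSO wells and 100% = 10 µM SAHA wells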
ssDAF-12 act – activates DAF-12 receptor from parasite S. stercoralis; HEK293 ssDAF-12/GRIP1 lit1-tk-luc reporter, luminescence; % of 3 µM dafachronic acid response; activation, % at 6.8 µM; 370,000 tested, 1% active; AID 652126;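 active means activation above the mean over all tested compounds plus 3 SD, cut at about 0.9% in these data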;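 further: 0% = DMSO-only wells and 100% = 3 µM delta7-dafachronic acid wells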
DAX1 inh-1 – inhibits human nuclear receptor DAX1 | HEK293 Gal4-DAX1 luciferase reporter, luminescence | inhibition, % at 6.75 µM | 340,000 tested, 0.99% active | AID 504766;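 active means inhibition above the mean over all tested compounds plus 3 SD, cut at about 4.2% in these data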;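 further: 0% = DAX1-transfected cells with DMSO and 100% = empty-vector control cells with DMSO; inhibition shows as a rise in luminescence from relieved DAX1 repression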
ADAM17 inh – inhibitors of human ADAM17; inhibition, % at 6.95 µM; P78536; recombinant ADAM17, EDANS/DABCYL FRET peptide cleavage; AID 720648; 370,000 tested, 0.83% active;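 active means inhibition above the mean of compounds lying between control limits plus 3 SD, set per campaign, cut at about 8.5% in these data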;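 further: 0% = DMSO-only wells as the low control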
PLCb3 inh – PLC-beta3 (human) inhibition, primary screen | Q01970 | Purified PLC-beta3, fluorogenic substrate, fluorescence | inhibition, % at 12.2 µM | 370,000 tested, 0.18% active; in the data active means inhibition above about 11%;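 further: 0% = median of compound wells on plate and 100% = full blocker control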
DAX1 inh-2 – blocks DAX1 repression of SF-1 activated StAR promoter. AID 652010. HEK293T StAR-luciferase reporter, SF-1/DAX-1 repression relief. 370,000 tested, 1.1% active. inhibition, % at 6.8 µM;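 active means inhibition above the mean over all tested compounds plus 3 SD, cut at about 3.6% in these data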;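 further: 0% = DAX-1 cells with DMSO and 100% = cells lacking DAX-1 with DMSO; higher inhibition means more luminescence from relief of DAX-1 repression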
ADAM10 inh – inhibitors of human ADAM10 | O14672 | recombinant ADAM10, EDANS/DABCYL FRET peptide cleavage, 3 h | inhibition, % at 7 µM | 370,000 tested, 0.62% active | AID 720582;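 active means inhibition above a per-campaign cutoff equal to the mean of compounds falling between control-based bounds plus 3 SD, cut at about 20% in these data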;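 further: 0% = DMSO wells while the 100% control is not disclosed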
* marks the source's active call; other numbers are inactive results.

SMILES | hcDAF-12 act | PLC-gamma1 inh | hgDAF-12 ag | HGIII-sPLA2 inh | FXN GAA850 act | ssDAF-12 act | DAX1 inh-1 | ADAM17 inh | PLCb3 inh | DAX1 inh-2 | ADAM10 inh
Cn1c(N)c(C(=O)COC(=O)c2cnc(Cl)c(Cl)c2)c(=O)n(C)c1=O | 0.8 | 4 | -0.5 | 2 | 0.1 | -0.5 | 0.3 | -4 | -4 | 0.3 | -3
CCCCn1c(N)c(N(CCOC)C(=O)CC(NC(=O)c2ccccc2Cl)c2ccccc2)c(=O)[nH]c1=O (centres undefined) | 0.1 | -2 | -1.5 | 1 | 1.5 | -1.7 | 0.7 | -3 | -4 | 0.0 | -14
CCOc1ccc(CN2CCN(Cc3cn(CC)nc3C)CC2CCO)cc1 (centres undefined) | 0.7 | 2 | -0.1 | 3 | 1.0 | -1.7 | -0.1 | -4 | -3 | -0.3 | -5
COCCN(C(=O)c1snc(C(N)=O)c1N)C(C(=O)NC1CCCCC1)c1ccc(OC)c(OC)c1 (centres undefined) | -0.8 | -27 | 0.6 | 5 | -0.1 | -1.6 | 0.9 | -28 | -32 | -0.5 | -60
O=C1C(Cl)=C(N2CCCCC2)C(=O)N1c1ccccc1Cl | 0.3 | -16 | 2.2 | 5 | -1.8 | -1.2 | 2.8 | 0 | -18 | -0.7 | 2
O=C1SCCC1NS(=O)(=O)c1ccccc1[N+](=O)[O-] (centres undefined) | 0.9 | 3 | 2.4 | -3 | 3.9 | -1.4 | -0.8 | -2 | 4 | 0.4 | 8
CC(C)CNC1=C(C(=S)Nc2ccccc2)C(=O)CC(C)(C)C1 | -1.0 | 7 | -4.3 | 11 | 3.0 | -1.3 | -0.9 | 8 | 6 | -0.3 | 7
COC(=O)c1cc(OC)c(OC)cc1NC(=O)CSc1nnnn1Cc1ccccc1 | 2.0 | 3 | 1.8 | -3 | 0.8 | -0.7 | -0.4 | 0 | 1 | -0.5 | 7
Cc1cc(=O)n2nc(N3CCCC(C(=O)NCCCN4CCc5ccccc5C4)C3)sc2n1 (centres undefined) | 0.1 | 1 | 1.1 | -2 | -1.6 | -0.5 | 1.1 | -6 | 1 | 0.4 | -5
CCOc1ccc(S(=O)(=O)N2CCOCC2)cc1NC(=O)CN1C(=O)NC(C)(C2CC2)C1=O (centres undefined) | -2.6 | 1 | -0.2 | -2 | 2.6 | -1.2 | 0.9 | -2 | -2 | -0.2 | -11
CCC1(C)N=C(c2ccc3c(c2)OCO3)CC(c2ccccc2O)N1 (centres undefined) | 7.9* | -42 | 7.9 | -6 | 4.6 | -0.4 | 0.7 | -5 | -55 | 0.3 | -8
CCc1cc(=O)oc2cc(C)cc(OCc3nn[nH]n3)c12 | 0.7 | -247 | 2.4 | 5 | -2.7 | -0.9 | 0.7 | -160 | -309 | -0.1 | -451
CC(=O)/C=C/c1ccc(C)o1 | -0.2 | -5 | -2.2 | -4 | 0.9 | -1.4 | -0.1 | -7 | -15 | -0.5 | -8
CCN(Cc1ccccc1)C(=O)COC(=O)c1cc(S(=O)(=O)Nc2c(C)n(C)n(-c3ccccc3)c2=O)ccc1C | -0.6 | 0 | -1.0 | -28 | 1.8 | -1.5 | 1.7 | 0 | 2 | -0.5 | 14
COc1cc(NC(=O)c2onc(C)c2Cl)cc(OC)c1OC | -1.5 | 1 | 0.8 | 2 | -1.1 | -0.5 | 1.7 | 0 | -4 | -0.7 | 2
CC(=O)Nc1ccc(N=NN2CCOCC2)cc1 | -1.1 | -8 | 1.6 | -1 | 3.9 | -0.8 | -0.7 | -2 | -6 | 0.3 | -3
COc1ccc(C2=NOC(CNC(=S)N3CCOCC3)C2)cc1 (centres undefined) | 4.7 | 0 | 4.7 | 0 | 3.6 | -1.0 | 1.5 | 1 | -4 | 0.5 | 0
Cc1c(NC(=O)C(C)OC(=O)CCc2ccccc2)c(=O)n(-c2ccccc2)n1C (centres undefined) | 0.4 | 0 | -1.8 | 9 | -0.2 | -1.7 | -0.3 | -4 | -2 | -0.3 | 0
CC(C)c1ccc(CNc2ncccn2)cc1 | 1.9 | -1 | 8.6 | 10 | 3.5 | -0.2 | 0.1 | -4 | -7 | 1.4 | -7
O=C(CN1CCCCCCC1)Nc1ccc(Cl)cc1Cl | -0.8 | 6 | -0.3 | 10 | 3.0 | -1.2 | 1.1 | 0 | -7 | -0.3 | -10
Cc1ccc(S(=O)(=O)N2CCN(C3CCN(Cc4ccccc4)CC3)CC2)cc1 | 0.1 | 2 | 1.4 | -7 | -0.1 | 0.0 | -0.7 | -2 | -2 | -0.1 | 0
COC(=O)CC1C(=O)NCCN1C(=O)c1sc2ccccc2c1Cl (centres undefined) | -0.8 | 2 | 1.9 | -6 | -0.7 | -0.7 | 3.4 | -4 | -3 | -0.2 | 0
O=C(O)c1ccc(Cl)c(NC(=S)NC(=O)c2cccc(COc3ccccc3)c2)c1 | 1.3 | -1 | 0.9 | -1 | 1.4 | -0.9 | 2.2 | -4 | -10 | 2.4 | -2
COC(=O)N(NC(=O)C(O)(c1ccccc1)c1ccccc1)c1ccccc1 | -0.9 | 0 | 3.2 | 6 | 0.7 | -1.4 | 0.7 | -5 | 2 | -0.7 | 8
CCn1c(-c2csc(-c3ccccc3)n2)n[nH]c1=S | -0.9 | -1 | 0.5 | 13 | 2.8 | -1.2 | 0.0 | -1 | -1 | 0.4 | -9
COc1cccc(-c2ncc3ccccc3c2COC(=O)c2ccc(F)cc2)c1 | -1.6 | 1 | -2.0 | 3 | -0.3 | -1.6 | -0.3 | 1 | 6 | -0.4 | -4
COc1ccc(C(=O)OCC(=O)NC(=O)NC(C)C)cc1OC | 0.8 | -1 | -1.4 | -5 | 1.5 | -1.9 | -0.3 | -2 | -2 | -0.2 | 0
CSc1ccc(/C=C2\CCn3c2nc2cc(C(=O)O)ccc2c3=O)cc1 | 0.4 | -198 | 0.3 | 16 | -0.1 | -0.7 | 1.6 | -47 | -316 | 0.1 | -105
O=C(CN1CCCc2ccccc21)NCCc1ccc(Cl)cc1 | 2.0 | -4 | -4.6 | 1 | 2.6 | -1.1 | -0.3 | 1 | 1 | -0.3 | 6
Cc1ccc(S(=O)(=O)N(C)C)cc1NC(=O)CN1C(=O)NC2(CCc3ccccc32)C1=O (centres undefined) | 0.9 | -10 | 2.0 | 6 | 0.9 | -1.4 | 1.0 | -4 | -19 | -0.6 | -21

One compound at a time, from the list above:
Shown for CCOc1ccc(S(=O)(=O)N2CCOCC2)cc1NC(=O)CN1C(=O)NC(C)(C2CC2)C1=O (centres undefined) = hcDAF-12 act: -2.6; PLC-gamma1 inh: 1; hgDAF-12 ag: -0.2; HGIII-sPLA2 inh: -2; FXN GAA850 act: 2.6; ssDAF-12 act: -1.2; DAX1 inh-1: 0.9; ADAM17 inh: -2; PLCb3 inh: -2; DAX1 inh-2: -0.2; ADAM10 inh: -11
Shown for CC(=O)/C=C/c1ccc(C)o1 = hcDAF-12 act: -0.2; PLC-gamma1 inh: -5; hgDAF-12 ag: -2.2; HGIII-sPLA2 inh: -4; FXN GAA850 act: 0.9; ssDAF-12 act: -1.4; DAX1 inh-1: -0.1; ADAM17 inh: -7; PLCb3 inh: -15; DAX1 inh-2: -0.5; ADAM10 inh: -8
Shown for COC(=O)N(NC(=O)C(O)(c1ccccc1)c1ccccc1)c1ccccc1 = hcDAF-12 act: -0.9; PLC-gamma1 inh: 0; hgDAF-12 ag: 3.2; HGIII-sPLA2 inh: 6; FXN GAA850 act: 0.7; ssDAF-12 act: -1.4; DAX1 inh-1: 0.7; ADAM17 inh: -5; PLCb3 inh: 2; DAX1 inh-2: -0.7; ADAM10 inh: 8

Later entries:
SMILES | hcDAF-12 act | PLC-gamma1 inh | hgDAF-12 ag | HGIII-sPLA2 inh | FXN GAA850 act | ssDAF-12 act | DAX1 inh-1 | ADAM17 inh | PLCb3 inh | DAX1 inh-2 | ADAM10 inh
Cc1ccc(Cl)cc1N1CCN(C(=O)c2ccc(NS(=O)(=O)c3c(C)noc3C)cc2)CC1 | -1.2 | 3 | -3.8 | -68 | 0.6 | -1.3 | -0.8 | 4 | 1 | -1.7 | 16
O=C1CCCN2N=C(SCC(=O)Nc3ccc(OC(F)(F)F)cc3)SC2=N1 | -3.0 | -2 | -3.0 | -5 | 0.4 | -2.0 | -2.2 | -1 | -4 | -1.1 | -7
COC(=O)N/N=C/c1c(C)nn(-c2cccc(Cl)c2)c1Cl | -2.0 | -2 | 2.8 | 20* | -2.4 | -0.8 | 0.2 | 1 | -1 | -0.6 | -6
CSCc1ccc(C(=O)NC(C)c2ccc(-n3ccnc3)cc2)cc1 (centres undefined) | -1.8 | 0 | -3.4 | 1 | 5.1 | -0.8 | 0.0 | -2 | -7 | -0.1 | -7
O=C1NC(Cc2c[nH]c3ccccc23)C(=O)N1Cc1ccccc1 (centres undefined) | 0.3 | 2 | -0.4 | -63 | 1.1 | -1.1 | 1.6 | 0 | -4 | -1.0 | 9
COCCN1C(=O)Cc2c1nc(N)c1c(N)nc(N3CCN(c4ccc(F)cc4)CC3)c(C#N)c21 | -1.8 | -182 | 0.3 | 18 | 1.1 | -0.9 | 0.0 | -4 | -263 | -0.6 | -12
Cc1cc(N2C(=O)C(O)=C(C(=O)c3ccco3)C2c2ccc(O)cc2)no1 (centres undefined) | -1.7 | -17 | -1.1 | -10 | 0.2 | -0.7 | 1.0 | -6 | -21 | 0.6 | -9
CCc1ccc2[nH]c(=O)c(CN(CCCN3CCOCC3)C(=O)Nc3cccc(Cl)c3)cc2c1 | -2.1 | 2 | -2.0 | -36 | -6.0 | -0.8 | -0.5 | -4 | -1 | -0.9 | -9
O=C(Nc1ccc2nc(-c3ccccc3)oc2c1)c1ccco1 | 0.2 | -39 | 3.1 | 1 | 2.1 | -0.8 | 0.6 | -11 | -43 | 0.6 | -27
O=C(COC(=O)c1cc(S(=O)(=O)N2CCOCC2)ccc1Cl)NC1CC1 | 0.6 | 2 | 0.5 | 1 | 0.0 | -1.3 | 0.2 | -1 | -2 | 1.1 | -7
Cc1ccc2cc(CN(C)C(=O)C3CCCO3)c(=O)[nH]c2c1 (centres undefined) | 4.2 | -2 | 4.9 | -5 | 2.6 | 0.2 | 0.6 | -9 | -5 | 0.5 | -27
COc1ccc(C)cc1S(=O)(=O)n1ccnc1C | -0.1 | 2 | -5.2 | 10 | 2.3 | 0.2 | 0.1 | 0 | -3 | -0.1 | -14
O=C(c1ccc(CNS(=O)(=O)c2ccccc2)cc1)N1CCN(c2ccccn2)CC1 | -1.9 | 2 | 1.6 | -6 | 0.1 | -1.4 | -1.4 | -2 | 3 | -0.5 | 8
Cn1c(C23CC4CC(CC(C4)C2)C3)n[nH]c1=S | 0.8 | -2 | 2.1 | 14 | 0.8 | -1.0 | -1.2 | 2 | 2 | -0.1 | 2
Cc1ccc(NN=Nc2nc3c([nH]2)c(=O)n(C)c(=O)n3C)cc1 | 9.2* | -2 | 6.0 | 10 | 2.7 | 0.4 | -0.4 | -2 | -7 | 1.5 | -25
